Siah-1 displacement – blockers of Siah-1 interaction with plectin peptide – biochemical, fluorescence polarization, rhodamine-plectin, uHTS, primary screen (AID 1817); Siah-1 / rhodamine-plectin peptide fluorescence polarization; higher % means a stronger effect; displacement, % at 20 µM, or IC50 in µM where a hit was titrated; 290,000 compounds, 0.02% hits;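 active = displacement of at least 50% at 20 µM, with a fluorescence ratio check between 0.3 and a set limit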;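 note: plate controls were Siah plus tracer with DMSO for no effect and tracer alone without Siah for full effect; strong numbers were not always called active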
LYP inhibition – PTPN22 lymphoid phosphatase activity blockers – biochemical, fluorescence intensity, uHTS (AID 1779) | inhibition, % at 11.5 µM; hits with a dose series show IC50 in µM | recombinant LYP phosphatase, fluorescence intensity; higher % means a stronger effect | 290,000 compounds, 0.054% hits;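 note: plate controls were vehicle with enzyme for no effect and no enzyme for full effect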
AID2073 – disruptors of CaV2.2 binding to Mint1 – biochemical, HTRF (AID 2073); inhibition, % at 20 µM, or IC50 in µM where a hit was titrated; 290,000 compounds, 0.19% hits; HTRF protein-protein interaction, Mint1-CaV2.2; higher % means a stronger effect; in the data active = inhibition mostly above about 51%, no sharp cut-off; note: some results filed as inactive read as strong as hits
XIAP displacement – small molecules displacing peptide from XIAP – biochemical, IAP family, fluorescence polarization (AID 1018); XIAP BIR domain, fluorescence polarization peptide displacement; higher % means a stronger effect; displacement, % at 20 µM; hits with a dose series show IC50 in µM; 200,000 compounds, 0.007% hits; in the data active = displacement above about 50%; note: a part of the inactive calls stands beside numbers as strong as those of hits
NOD2 inhibition – inhibition of NOD2-driven NF-kB reporter – cell-based, luminescence, uHTS, HEK293 (AID 1566). inhibition, % at 4 µM, or EC50 in µM where a hit was titrated. 290,000 compounds, 0.63% hits. HEK293 NOD2/NF-kB luciferase reporter, luminescence; higher % means a stronger effect; note: many of its hits are not listed in these tables
P. falciparum M17LAP – P. falciparum M17LAP inhibitors, primary screen, biochemical, fluorogenic H-Leu-NHMec substrate, 1536-well (AID 1619). recombinant M17LAP, H-Leu-NHMec fluorogenic kinetic assay; higher % means a stronger effect. inhibition, % at 30 µM, or IC50 in µM where a hit was titrated. 220,000 compounds, 0.38% hits;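 active = compound inhibiting the enzyme by more than half at any dose during confirmatory dose-response retesting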;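 note: plate controls were full reaction with DMSO carrier for no effect and no enzyme background for full effect; strong numbers were not always called active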
CSM14.1 death rescue – protection against thapsigargin-triggered cell killing – 384-well, CSM14.1, ATP luminescence, primary screen (AID 1222); CSM14.1 thapsigargin-induced death rescue, ATP luminescence; higher % means a stronger effect; cellular ATP content (survival), % at 20 µM; hits with a dose series show EC50 in µM; 190,000 tested, under 10 active;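 active = EC50 below 50 µM in the dose-response confirmation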;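 note: death triggered by thapsigargin at about 15 µM added after 2 h compound pretreatment; cell ATP read after overnight thapsigargin exposure of roughly 18 to 22 hours; normalized against plate controls of thapsigargin alone and 5% DMSO vehicle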
Lipid droplet – hepatic lipid droplet formation modulation. AML12 mouse hepatocytes, oleate lipid droplets, BODIPY imaging. inhibition, % at 6.5 µM. 240,000 compounds, 0.4% hits. AID 1656;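 active = lipid droplet intensity inhibited by at least 50%, with more than 500 cells counted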
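Material – AML12 mouse liver cells · Also added – oleate loading, 100 µM · Compound dosing – 6.5 µM single-point dosing · Times – overnight treatment with compound plus oleate · Measured by – fluorescence imaging, 20x objective, two fields per well · Read-out – percent inhibition of filter-corrected integrated lipid droplet intensity per well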
P. falciparum M1AAP – malaria alanyl aminopeptidase activity blockers – biochemical, fluorogenic H-Leu-NHMec substrate, 1536-well (AID 1445) | recombinant M1AAP, H-Leu-NHMec fluorogenic kinetic assay; higher % means a stronger effect | inhibition, % at 30 µM, or IC50 in µM where a hit was titrated | 220,000 compounds, 0.42% hits;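 active = primary inhibition above the hit cutoff, then over 50% inhibition at one or more dose response concentrations, cut at about 23% in these data, passing the limit was not always enough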;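 note: plate controls were DMSO full reaction for no effect and no enzyme background for full effect; strong numbers were not always called active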
Lipid droplet cells 6.5 µM – recorded beside Lipid droplet, whose call it bears; cell count; measured here: cell count, cytotoxicity flag;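 cells counted across two imaged fields per well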
Starred values were filed as active, the others as inactive; / = not tested or not shown. Cut-off read from the data, not from the text of the source, unless noted: active = inhibition above about 50%; inactive = the rest. This is a subset (hit frequency here may not be typical).

SMILES	Siah-1 displacement	LYP inhibition	AID2073	XIAP displacement	NOD2 inhibition	P. falciparum M17LAP	CSM14.1 death rescue	Lipid droplet	Lipid droplet cells 6.5 µM	P. falciparum M1AAP
COc1ccccc1NC(=S)NC(=O)CCc1ccccc1	4%	-1%	-3%	/	19%	/	/	-2	724	/
N/C(=N\OCc1ccccc1)c1nonc1N	-11%	-8%	-8%	-2.1%	-54%	4%	1.0%	4	713	2%
Cc1cc(NC(=O)C2COc3ccccc3O2)no1 (stereo unspecified)	0%	2%	3%	-5.9%	-49%	2%	/	16	653	-2%
O=c1c(Cc2c(F)cccc2Cl)c(O)ccn1CCCn1ccnc1	2%	0%	-6%	-7.9%	-8%	9%	-0.3%	3	673	1%
COC(=O)Cn1c(N2CCCC2)nc2c1c(=O)n(C)c(=O)n2C	-4%	-8%	9%	/	2%	/	/	2	847	/
COc1cccc(NC(C)C(=O)N2CC(C)OC(C)C2)c1 (stereo unspecified)	2%	-12%	-10%	-0.3%	3%	-3%	0.3%	/	/	13%
O=C(NC1CCCCC1)c1cccc(S(=O)(=O)N2CCOCC2)c1	8%	-2%	4%	-2.9%	0%	5%	0.2%	0	678	4%
COc1cccc(C(=O)N2CCN(C(=O)COc3ccc4ccccc4c3)CC2)c1	-2%	-5%	5%	/	24%	/	/	-11	815	/
O=C(Nc1ccccc1F)Nc1ccc([N+](=O)[O-])cc1Cl	9%	-3%	5%	-4.4%	-34%	6%	-2.2%	-14	701	5%
O=C(CSc1nnc(-c2cnccn2)n1Cc1ccco1)Nc1ccc(Br)cc1	3%	-2%	-4%	-5.8%	0%	35%	-1.3%	1	721	9%
Cc1sc(N/N=C/c2cccnc2)nc1-c1ccc(Cl)cc1	2%	8%	6%	-5.0%	7%	9%	-1.8%	-14	714	8%
CCN(CC)S(=O)(=O)c1ccc(-c2cn3ccc(C)cc3n2)cc1	-4%	-13%	30%	/	-52%	/	/	8	840	/
CCOC(=O)c1sc(=S)n(-c2ccccc2OC)c1N	1%	0%	-15%	-2.7%	-8%	6%	-1.0%	-11	611	16%
CCOC(=O)NC1(C(F)(F)F)C(=O)N(Cc2ccccn2)C2=C1C(=O)CC(C)(C)C2 (stereo unspecified)	4%	-8%	17%	-3.1%	7%	3%	0.8%	/	/	3%
O=S(=O)(NC1CC1)c1ccc(Cl)cc1	1%	-7%	16%	/	0%	/	/	2	794	/
Cn1cc(CN2CCCC(C(=O)Nc3ccc(-c4cccc(F)c4)cc3)C2)cn1 (stereo unspecified)	-4%	-9%	-3%	/	6%	/	/	1	668	/
O=C(Cc1cccs1)N=Nc1c(O)[nH]c2ccccc12	-3%	5%	6%	/	-37%	19%	/	-1	654	6%
Cc1ccc(Nc2cc(C)nc3ncnn23)c(Cl)c1	-3%	-4%	6%	-3.9%	16%	7%	/	23	712	7%
CC(C)(C)c1ccc(OCCC(=O)Nc2cccc(S(=O)(=O)N3CCCCC3)c2)cc1	-2%	8%	-2%	-4.6%	7%	3%	-4.7%	-34	573	-3%
COc1ccc(S(=O)(=O)Cc2ccc(C(=O)N3CCN(c4cc(C)ccc4C)CC3)o2)cc1	-1%	-3%	-3%	/	16%	/	/	-6	711	/
CC(=O)N1CCCC(C(=O)c2ccc3c4c(cccc24)CC3)C1 (stereo unspecified)	8%	-6%	6%	-7.7%	3%	-17%	-0.5%	-23	680	2%
CC(C)(C)c1ccc(S(=O)(=O)N2CCCCC2)cc1	1%	0%	5%	-4.2%	-19%	-9%	-1.8%	-23	655	-2%
Cc1ccc(CC(=O)N2CCOCC2)cc1	0%	0%	4%	-5.4%	7%	1%	1.5%	4	815	5%
O=Cc1c(Cl)nc2ccccn12	-1%	-5%	0%	-13%	-7%	24%	0.0%	22	621	2%
Cc1ccc(CN(CC(=O)NCCc2ccccc2)C(=O)c2csnn2)cc1	-4%	-10%	5%	/	4%	/	/	-5	655	/
COc1ccc(N(CC(=O)N/N=C/c2ccc(F)cc2)S(=O)(=O)c2ccccc2)cc1	4%	-1%	6%	/	-24%	/	/	2	863	/
O=C(NC(Cc1c[nH]c2ccccc12)C(=O)N/N=C/c1cccnc1)c1cccs1 (stereo unspecified)	-1%	-6%	1%	-11%	-8%	7%	-1.1%	/	/	13%
COC(=O)CNC(=O)c1ccc(=O)oc1	3%	-4%	-2%	-3.3%	13%	-4%	-3.1%	3	741	15%
Cc1ccc(C(CNC(=O)Nc2ccccc2)N2CCN(C)CC2)cc1 (stereo unspecified)	-2%	-7%	5%	/	1%	/	/	-9	658	/
NC(=O)NNC1=Nc2cccc3cccc1c23	3%	-1%	-19%	-8.8%	19%	8%	1.7%	-17	683	5%
CN(C)C(=O)Nc1ccccc1CC[N+](=O)[O-]	7%	-2%	-12%	-4.2%	8%	0%	-1.4%	16	702	-1%
COc1ccc(C)cc1S(=O)(=O)N(CC(=O)N1CCCC1)c1ccccc1	4%	-1%	-6%	1.0%	-1%	15%	-0.8%	11	701	4%
COc1ccc(NC(=O)NCCCCc2ccccc2)cc1	-3%	-8%	22%	/	-14%	/	/	-20	690	/
CC(C)NC(=O)c1nc2c(nnn2Cc2cccc(Cl)c2)c(=O)[nH]1	0%	-7%	8%	/	6%	/	/	3	786	/
Cc1c(C(=N)C(C#N)C#N)c(=N)oc2c1ccc1ccccc12	-1%	1%	21%	/	-1%	-1%	/	4	408	8%
Nc1ccn([C@@H]2O[C@H](CO)[C@@H](O)C2O)c(=O)n1 (stereo partly specified)	14%	-3%	2%	-0.4%	-3%	-10%	-1.5%	-62	430	0%
O=C(CCN1CCN(CCO)CC1)Nc1ccc(F)c(F)c1	0%	-3%	-17%	-0.8%	-4%	8%	-1.1%	/	/	8%
O=C(Cc1ccccc1)c1c[nH]c(C(=O)NCc2ccncc2)c1	6%	-8%	0%	-9.6%	22%	-6%	/	0	708	-5%
O=[N+]([O-])c1cccc(-c2noc(COc3ccccc3)n2)c1	8%	-7%	0%	-7.5%	0%	4%	1.2%	11	693	6%
O=C(N/C(=C/c1ccco1)C(=O)N1CCOCC1)c1cccs1	-1%	1%	0%	-5.2%	16%	15%	-0.8%	-11	714	19%
CCc1cccc(C)c1NC(=S)NCC(c1cccnc1)N1CCOCC1 (stereo unspecified)	2%	-2%	-1%	-5.3%	11%	2%	-1.6%	-22	653	-2%
COc1ccc(-c2noc(N3CCC(C(=O)Nc4cccc(OC)c4)CC3)n2)cc1	5%	-9%	0%	/	9%	/	/	0	710	/
CCC(=Nc1ccc(N)cc1)C1=C(O)C(C(=O)OC)C(C)(C)CC1=O (stereo unspecified)	8%	-4%	8%	-3.4%	21%	14%	1.5%	/	/	5%
CCNC(=O)C(Cc1ccccc1)NC(=O)OCc1ccccc1 (stereo unspecified)	17%	-6%	0%	-1.6%	10%	15%	1.0%	10	729	5%
CCO[C@@H]1OC(C(=O)NC2CC2)=C[C@H](c2ccccc2)[C@H]1CCCO	1%	-6%	6%	-2.5%	17%	2%	-3.5%	5	612	3%
CCOC(=O)c1c(C)[nH]c(C(=O)COC(=O)c2cnc(C)cn2)c1C	1%	-5%	-7%	-12%	11%	1%	-2.0%	/	/	1%
CC(C)N1CCc2c(sc(NC(=S)NC(=O)c3ccccc3)c2C#N)C1	-4%	-18%	5%	-6.7%	-2%	-7%	1.0%	-2	574	7%
CS(=O)(=O)C1=NSC2=NC(=O)/C(=C\c3ccc(-c4ccccc4)o3)C(=N)N21	-5%	2%	-1%	-12%	2%	55%	-8.0%	8	658	71µM*
O=C(Cn1ccc(=O)[nH]c1=O)NCCO	1%	-7%	-6%	-3.4%	23%	5%	-0.8%	2	715	6%
Nc1c(-c2ccccc2)nc(Cl)nc1-c1ccccc1	-2%	-1%	14%	-20%	15%	-114%	-0.4%	/	/	16%

4 records picked at random from the list so far, as already listed:
SMILES	Siah-1 displacement	LYP inhibition	AID2073	XIAP displacement	NOD2 inhibition	P. falciparum M17LAP	CSM14.1 death rescue	Lipid droplet	Lipid droplet cells 6.5 µM	P. falciparum M1AAP
O=C(Cc1cccs1)N=Nc1c(O)[nH]c2ccccc12	-3%	5%	6%	/	-37%	19%	/	-1	654	6%
O=C(Cc1ccccc1)c1c[nH]c(C(=O)NCc2ccncc2)c1	6%	-8%	0%	-9.6%	22%	-6%	/	0	708	-5%
Cc1ccc(CN(CC(=O)NCCc2ccccc2)C(=O)c2csnn2)cc1	-4%	-10%	5%	/	4%	/	/	-5	655	/
COc1ccc(C)cc1S(=O)(=O)N(CC(=O)N1CCCC1)c1ccccc1	4%	-1%	-6%	1.0%	-1%	15%	-0.8%	11	701	4%

Additional entries
SMILES	Siah-1 displacement	LYP inhibition	AID2073	XIAP displacement	NOD2 inhibition	P. falciparum M17LAP	CSM14.1 death rescue	Lipid droplet	Lipid droplet cells 6.5 µM	P. falciparum M1AAP
Cc1ccc2cc(CN(CC(C)C)C(=O)C3CCCO3)c(=O)[nH]c2c1 (stereo unspecified)	-1%	0%	-1%	-3.0%	9%	11%	-1.2%	-5	582	0%
CSc1cccc(N2C(=O)C3CCCN3C2=S)c1 (stereo unspecified)	1%	-7%	-15%	/	-4%	/	/	-1	820	/
O=C(Nc1ccc2oc(-c3cccnc3)nc2c1)c1ccc(Br)o1	6%	-4%	26%	-2.7%	12%	-1%	2.4%	19	780	6%
Cc1ccc(CNC(=S)Nc2cc(C)ccc2OC(F)F)cc1	5%	1%	1%	-4.2%	5%	4%	-0.4%	1	691	-2%
CCOC(=O)/C(C#N)=C/Nc1cc(F)ccc1C	0%	-6%	-1%	/	7%	3%	/	-6	701	7%
O=C(CN1C(=O)NC2(CCCC2)C1=O)N1CCN(S(=O)(=O)c2ccccc2Br)CC1	-4%	-12%	1%	/	4%	/	/	-2	746	/
O=C(O)C1C2C=CC3(O2)C1C(=O)N1c2ccccc2C2OCCC2C13 (stereo unspecified)	1%	-7%	-2%	-5.3%	7%	-3%	-1.4%	10	796	-3%
Cc1ccc(-c2nn(CCC(=O)NN3CCOCC3)c(=O)c3ccccc23)cc1	-4%	-8%	1%	/	6%	-6%	/	-7	729	-1%
CC1(C)Cc2c(c(N3CCOCC3)nc3sc4c(NCC5CCCO5)nnnc4c23)CS1 (stereo unspecified)	-1%	7%	7%	/	1%	-5%	/	12	730	8%
COc1ccc(NS(=O)(=O)c2ccc3c(c2)NC(=O)CO3)cc1	1%	-5%	7%	-2.9%	12%	4%	2.1%	10	724	6%
COc1cc(C(=O)NCCC(=O)NC2CCC(C)CC2)cc(OC)c1OC (stereo unspecified)	-2%	-8%	12%	/	7%	/	/	-39	784	/
